GRK2 aptamer HTS: human GRK2 inhibition via aptamer displacement; P25098; bead flow cytometry, FAM-aptamer displacement from GRK2; inhibition of aptamer binding, % at 10 µM; 330,000 tested, 0.59% active; AID 488847;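 active means inhibition of aptamer binding above 40%, roughly 3 SD of noise, on plates passing a quality check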;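 further: median bead fluorescence of bound FAM aptamer so fluorescent compounds give negative values; no value below 0 was filed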
Target sequence (P25098 whole entry, looked up): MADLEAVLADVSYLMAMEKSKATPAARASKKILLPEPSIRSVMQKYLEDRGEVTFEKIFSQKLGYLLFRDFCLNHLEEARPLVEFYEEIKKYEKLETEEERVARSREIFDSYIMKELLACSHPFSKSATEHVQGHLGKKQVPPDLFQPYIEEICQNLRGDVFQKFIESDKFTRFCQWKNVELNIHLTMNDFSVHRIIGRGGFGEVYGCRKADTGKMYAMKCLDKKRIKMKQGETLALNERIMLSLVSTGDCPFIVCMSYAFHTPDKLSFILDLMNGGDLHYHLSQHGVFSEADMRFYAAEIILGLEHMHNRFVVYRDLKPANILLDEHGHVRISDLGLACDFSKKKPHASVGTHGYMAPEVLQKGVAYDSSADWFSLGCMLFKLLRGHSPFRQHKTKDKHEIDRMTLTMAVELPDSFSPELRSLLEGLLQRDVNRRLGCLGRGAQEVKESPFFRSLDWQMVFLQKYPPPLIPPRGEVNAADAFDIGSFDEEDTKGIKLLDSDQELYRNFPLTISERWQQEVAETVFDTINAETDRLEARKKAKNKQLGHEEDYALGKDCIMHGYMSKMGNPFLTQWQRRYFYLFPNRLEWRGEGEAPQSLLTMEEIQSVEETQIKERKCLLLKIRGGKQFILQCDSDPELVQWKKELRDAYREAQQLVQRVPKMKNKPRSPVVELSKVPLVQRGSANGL
AGP1 TOR yeast: yeast TOR pathway AGP1-GFP modulation; S. cerevisiae AGP1-GFP multiplex flow cytometry, 3 h; GFP as percent of DMSO wells; GFP response vs DMSO, % at 10 µM; 320,000 tested, 0.02% active;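 active means GFP response relative to DMSO above a set limit, near screen average plus 3 SD, cut at about 150% in these data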;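 further: median GFP channel fluorescence of the gated AGP1 strain per well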
CIT2-GFP yeast: alters CIT2-GFP fluorescence in TOR pathway yeast screen. S. cerevisiae CIT2-GFP strain, flow cytometry, 3 h; 100 means same as DMSO wells. GFP response vs DMSO, % at 10 µM. 320,000 tested, 0.065% active. AID 2029;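 active means GFP response relative to DMSO above a set limit, near the screen mean plus 3 SD, cut at about 150% in these data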;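 further: ratio of well median GFP fluorescence to mean of DMSO wells on the plate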
RPL19A TOR yeast: yeast TOR pathway RPL19A-GFP modulation | S. cerevisiae RPL19A-GFP strain, flow cytometry, 3 h; active compounds read low | AID 2025 | 330,000 tested, 0.3% active | percent response vs DMSO, % at 10 µM;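 active means percent response vs DMSO below 50%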;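 further: median channel GFP fluorescence of the barcoded RPL19A-GFP strain; ratio of sample median GFP to plate DMSO average so 100% = DMSO; lower means less RPL19A-GFP as with rapamycin TOR inhibition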
VLA-4 inh: inhibition in a human VLA-4 binding assay; VLA-4 expressing cells, ligand binding flow cytometry; 330,000 tested, 0.2% active; P13612; inhibition, % (about 7 µM as worked out from the volumes in the protocol); AID 2557; in the data active means inhibition above about 50%
LAP4 TOR yeast: yeast TOR pathway LAP4-GFP modulation | S. cerevisiae LAP4-GFP multiplex, flow cytometry GFP, 3 h; median GFP as percent of DMSO wells | GFP response vs DMSO, % at 10 µM | 320,000 tested, 0.34% active | AID 2023;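 active means GFP response vs DMSO above a set limit, about the screen mean plus 3 SD, cut at about 150% in these data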
MEP2-GFP yeast: alters MEP2-GFP fluorescence in TOR pathway yeast screen; S. cerevisiae MEP2-GFP strain, flow cytometry GFP, 3 h; 100% = DMSO control level; GFP response vs DMSO, % at 10 µM; 330,000 tested, 0.51% active;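 active means GFP response versus DMSO above a set limit, roughly screen mean plus 3 SD, cut at about 180% in these data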;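 further: median GFP fluorescence of the barcode-gated MEP2-GFP cells per well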
CR mimetic SO: yeast age-related superoxide inhibition as caloric restriction mimetic. S. cerevisiae aged cells, superoxide DHE fluorescence; active compounds read low. superoxide response (% of plate mean), % at 10 µM. 330,000 tested, 0.18% active;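 active means superoxide response under a set limit, about three screen SD below normal, cut at about 65% in these data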;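 further: yeast aged for seven days with compound at 30 °C before DHE staining; 100% = average MFI of all compound-treated wells on the plate with controls excluded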
An asterisk follows results filed as active; i = inactive; . = no result given.

1: COc1cccc2c(=O)c(C(=O)NCc3cccs3)c[nH]c12
2: CCOC(=O)Cn1cc(Cl)c(=O)c(Cl)c1
3: COc1ccc(C(=O)Nc2ccccn2)cc1
4: O=C(NCCC1=CCCCC1)C1CCN(S(=O)(=O)c2cccc3cccnc23)CC1
5: O=[N+]([O-])c1ccc(S(=O)(=O)NCCCc2ccccc2)cc1
6: CC(=O)Nc1ccc(S(=O)(=O)N2CCC(C(=O)Nc3nccs3)CC2)cc1
7: CCc1ccc(CN(C)C(=O)CCc2nnc(CCc3cccc(OC)c3)o2)nc1
8: CN1/C(=C\C=Nc2cc(S(=O)(=O)N3CCOCC3)ccc2N2CCOCC2)C(C)(C)c2ccccc21

Compound	1	2	3	4	5	6	7	8
GRK2 aptamer HTS	1	85*	1	0	0	0	0	2
AGP1 TOR yeast	97	97	101	101	98	110	97	108
CIT2-GFP yeast	88	97	99	102	94	109	90	106
RPL19A TOR yeast	93	95	100	96	93	102	92	107
VLA-4 inh	2	8	5	29	5	22	4	9
LAP4 TOR yeast	101	97	102	101	104	96	106	98
MEP2-GFP yeast	98	94	97	113	95	112	103	115
CR mimetic SO	112	100	96	104	94	110	89	107

9: NC(=O)C1CCN(CC(=O)Nc2ccccc2C(=O)NC2CC2)CC1
10: CCOC(CNC(=O)C(=O)Nc1cc2c3c(c1)CCC(=O)N3CCC2)OCC
11: C=CCC1CCCC(=O)N2CC[C@H](O)C12 (stereo partly drawn)
12: CCn1cc(C2=NOC(C(=O)Nc3ccc4c(c3)OCO4)C2)c(C)n1 (stereo not drawn)
13: COc1ccc(Cn2cc(F)c(=O)n(C)c2=O)cc1[N+](=O)[O-]
14: Cc1ccc(-c2nnc(NCc3nc4ccccc4[nH]3)c3ccccc23)cc1S(=O)(=O)N1CCCCC1
15: CC1CCN(C(=O)CNS(=O)(=O)c2ccc(Br)s2)CC1
16: CCOc1ccc2nc(SCC(=O)NCc3ccc(OC)cc3)[nH]c2c1

Compound	9	10	11	12	13	14	15	16
GRK2 aptamer HTS	0	0	0	0	0	1	3	2
AGP1 TOR yeast	97	110	94	98	103	97	101	93
CIT2-GFP yeast	92	112	106	96	100	94	101	100
RPL19A TOR yeast	92	106	108	95	99	101	94	103
VLA-4 inh	7	15	-5	-1	-6	8	-4	14
LAP4 TOR yeast	102	102	131	103	103	92	90	92
MEP2-GFP yeast	94	113	94	101	101	65	102	109
CR mimetic SO	114	89	100	89	105	96	94	96

17: COC(=O)Nc1nc2ccc(-c3n[nH]c(=O)c4ccccc34)cc2[nH]1
18: C=CCOc1ccc(/C=C/C(=O)OCC(=O)Nc2c(C)n(C)n(-c3ccccc3)c2=O)cc1
19: O=C(Nc1ccccc1N1CCOCC1)C1CCN(S(=O)(=O)c2ccc(F)cc2)CC1
20: O=C(C(Cc1ccccc1)n1cccc1)N1CCN(c2ncccn2)CC1 (stereo not drawn)
21: CS(=O)(=O)N(CC(=O)NC1CCCCC1)Cc1ccc(F)cc1
22: CC(=O)N(NC(=O)c1ccc(C)cc1)C1CC(=O)N(c2ccccc2Cl)C1=O (stereo not drawn)
23: CC(C)(C)Nc1c(N)c(=O)oc2ccccc12
24: O=[N+]([O-])c1ccc(Nc2ccc(F)cc2)cc1

Compound	17	18	19	20	21	22	23	24
GRK2 aptamer HTS	0	2	3	2	1	0	2	1
AGP1 TOR yeast	94	104	96	102	107	100	92	84
CIT2-GFP yeast	98	102	93	91	103	104	94	93
RPL19A TOR yeast	101	101	97	100	108	105	95	99
VLA-4 inh	10	-1	14	0	16	26	12	-8
LAP4 TOR yeast	85	101	96	105	104	90	102	110
MEP2-GFP yeast	95	105	96	101	108	94	103	102
CR mimetic SO	105	102	113	100	100	92	102	92

Looked up one by one from the entries so far:
4: O=C(NCCC1=CCCCC1)C1CCN(S(=O)(=O)c2cccc3cccnc23)CC1
13: COc1ccc(Cn2cc(F)c(=O)n(C)c2=O)cc1[N+](=O)[O-]
21: CS(=O)(=O)N(CC(=O)NC1CCCCC1)Cc1ccc(F)cc1

Compound	4	13	21
GRK2 aptamer HTS	0	0	1
AGP1 TOR yeast	101	103	107
CIT2-GFP yeast	102	100	103
RPL19A TOR yeast	96	99	108
VLA-4 inh	29	-6	16
LAP4 TOR yeast	101	103	104
MEP2-GFP yeast	113	101	108
CR mimetic SO	104	105	100

Other structures.
25: C/C(=C\c1ccccc1)CN1CCN(c2cccc(Cl)c2)CC1
26: COc1cc(C(=O)OCC(=O)Nc2cc(C)on2)c([N+](=O)[O-])cc1OC
27: Cc1ccc(CN2C(=O)CCC2C(=O)NC2CC2)cc1 (stereo not drawn)
28: CC(=O)Nc1ccc(NC(C)=O)s1
29: COc1ccccc1NC(=O)NCc1ccco1
30: Cc1ccc(CNC(=O)CCS(=O)(=O)c2ccc3c(c2)oc(=O)n3C)cc1
31: Cc1ccc(C)c(C(=O)COC(=O)CN2C(=O)C3C4CCC(C4)C3C2=O)c1 (stereo not drawn)
32: Cc1[nH]c(=O)[nH]c(=O)c1S(=O)(=O)N1CCCc2ccccc21

Compound	25	26	27	28	29	30	31	32
GRK2 aptamer HTS	1	3	0	0	0	0	3	2
AGP1 TOR yeast	97	96	27	114	98	98	95	95
CIT2-GFP yeast	98	100	104	100	92	104	96	104
RPL19A TOR yeast	94	96	99	110	92	100	99	94
VLA-4 inh	-7	-3	-13	14	14	6	-3	6
LAP4 TOR yeast	90	97	108	108	98	97	88	96
MEP2-GFP yeast	99	89	118	112	109	94	91	94
CR mimetic SO	82	97	104	95	90	90	89	82

33: CCCCCCCC(=O)NC(Nc1ccccc1OC)C(Cl)(Cl)Cl (stereo not drawn)
34: COc1ccc(Cl)cc1NC(=O)CN(C)CC(=O)Nc1ccccc1N1CCOCC1
35: Cc1ccc(N=Nc2c(=O)[nH]n3c(C)cc(C)nc23)cc1
36: CC(Sc1nnc2c(n1)C1(C)CCC2C1(C)C)C(=O)Nc1ccccc1 (stereo not drawn)
37: O=C(Oc1ccccc1C(=O)N1CCOCC1)c1ccc(Br)cc1
38: CC(=O)C1=C(O)C(=O)OC1c1ccc(Cl)cc1 (stereo not drawn)
39: O=C(CSc1cccc2cccnc12)N/N=C/c1ccncc1
40: O=C(NCc1cccnc1)C1CC(c2ccc(Cl)c(Cl)c2)=NO1 (stereo not drawn)

Compound	33	34	35	36	37	38	39	40
GRK2 aptamer HTS	0	0	0	0	0	1	7	.
AGP1 TOR yeast	93	110	93	96	103	106	100	97
CIT2-GFP yeast	93	106	89	97	92	107	92	103
RPL19A TOR yeast	100	102	94	96	98	95	94	107
VLA-4 inh	-8	14	14	-4	-7	-1	3	8
LAP4 TOR yeast	96	101	103	99	80	110	107	95
MEP2-GFP yeast	102	97	101	99	97	101	88	106
CR mimetic SO	124	104	92	96	90	101	82	98

41: Cc1cccc(Nc2nnc(SCC(=O)NCc3cccs3)s2)c1
42: COc1ccccc1-c1cc(C(=O)NCc2ccc(Cl)cc2)no1
43: O=C(COC(=O)CCCNC(=O)c1ccc(Cl)cc1)NC1CC1
44: O=C(COC(=O)/C=C/c1cccc(Cl)c1)Nc1ccc2[nH]c(=O)[nH]c2c1
45: C=CCN1C(=O)/C(=C2/Sc3ccc(OC)cc3N2C)SC1=Nc1cccc(O)c1
46: CCOC(=O)C1=C(C)N=C2SCCC(=O)N2C1c1ccc(C(=O)OC)cc1 (stereo not drawn)
47: COc1ccc(NC(=O)c2cc3ccccc3[nH]2)cc1
48: NC(N)=NC(N)=Nc1ccc2ccccc2c1

Compound	41	42	43	44	45	46	47	48
GRK2 aptamer HTS	0	2	5	0	3	3	3	0
AGP1 TOR yeast	89	102	92	93	94	101	102	99
CIT2-GFP yeast	89	101	98	99	88	106	98	98
RPL19A TOR yeast	98	98	96	93	92	100	108	106
VLA-4 inh	-6	-6	-10	-2	-22	12	9	9
LAP4 TOR yeast	96	103	98	90	92	100	99	92
MEP2-GFP yeast	118	103	96	93	105	100	115	104
CR mimetic SO	101	97	98	96	112	97	94	104

49: CCN(CC)c1ccc(/C=c2/sc3nnc(-c4ccccc4C)n3c2=O)cc1
50: CCCN1C(=O)c2cc(C(=O)Nc3cccc(C(C)=O)c3)ccc2C1Nc1cccc(C(C)=O)c1 (stereo not drawn)
51: CC(=O)c1nc2ccccc2n1CCc1ccccc1
52: CCc1nnc(NC(=O)CSc2nnc(-c3c[nH]c4ccccc34)n2CCOC)s1
53: NNC(=O)c1ccc2c(c1)S(=O)(=O)NNC2=O
54: Cc1cc(NS(=O)(=O)c2c(C)[nH]c(=O)[nH]c2=O)ccc1Br
55: COc1ccc(N2CCN(C(=O)CSc3nnc(-c4cccnc4)n3-c3ccccc3)CC2)cc1
56: O=C1CN(C(=O)CN2C(=O)NC(c3ccccc3)(c3ccccc3)C2=O)c2ccccc2N1

Compound	49	50	51	52	53	54	55	56
GRK2 aptamer HTS	0	2	8	0	2	0	2	1
AGP1 TOR yeast	97	98	90	102	107	93	106	89
CIT2-GFP yeast	102	95	88	95	106	97	89	89
RPL19A TOR yeast	95	95	93	92	103	100	106	93
VLA-4 inh	i	-2	15	-4	8	23	8	5
LAP4 TOR yeast	99	98	99	96	108	89	100	88
MEP2-GFP yeast	106	100	91	96	107	102	108	93
CR mimetic SO	115	84	110	130	106	102	101	109

57: CCOc1ccc(C2=NNC(c3cccs3)=Nc3ccc(OCC)cc32)cc1
58: Cc1ccc(C(=O)NCC(=O)NCC(=O)OCC(=O)c2cccs2)cc1
59: Cc1nnc2ccc(-c3ccc(NC(=O)Cc4cccs4)cc3)nn12
60: S=C(Nc1ccc2nc(-c3ccccn3)c(-c3ccccn3)nc2c1)N1CCOCC1
61: COc1cc(-c2nnc(SCC(=O)OC3CCCCC3)o2)cc(OC)c1OC
62: O=C(C[C@@H]1C/C=C\CC[C@H](Cc2ccc(F)cc2)C(=O)OC[C@@H]2CCCN2C1=O)N[C@H](CO)Cc1ccccc1
63: CC(NCC(O)COCc1ccc(Cl)cc1)c1ccccc1 (stereo not drawn)
64: CCN(CC)S(=O)(=O)c1ccc(C(=O)N2CCN(CCN3C(=O)c4cccc5cccc(c45)C3=O)CC2)cc1

Compound	57	58	59	60	61	62	63	64
GRK2 aptamer HTS	1	3	1	0	10	2	0	6
AGP1 TOR yeast	97	103	106	95	89	98	105	90
CIT2-GFP yeast	76	104	100	101	93	100	101	80
RPL19A TOR yeast	98	101	98	104	94	93	108	96
VLA-4 inh	16	-9	-2	8	12	15	6	-2
LAP4 TOR yeast	109	106	102	92	92	.	96	85
MEP2-GFP yeast	89	110	94	104	94	97	99	88
CR mimetic SO	89	100	93	119	112	109	101	99

Brought forward from above: 4 entries, followed by the next part.
61: COc1cc(-c2nnc(SCC(=O)OC3CCCCC3)o2)cc(OC)c1OC
62: O=C(C[C@@H]1C/C=C\CC[C@H](Cc2ccc(F)cc2)C(=O)OC[C@@H]2CCCN2C1=O)N[C@H](CO)Cc1ccccc1
63: CC(NCC(O)COCc1ccc(Cl)cc1)c1ccccc1 (stereo not drawn)
64: CCN(CC)S(=O)(=O)c1ccc(C(=O)N2CCN(CCN3C(=O)c4cccc5cccc(c45)C3=O)CC2)cc1
65: O=C(CN1C(=O)c2ccccc2C1=O)Nc1ccc2c(c1)OCO2
66: CCC(=O)Nc1ccc2c(c1)nc1n2CCN(C2CCCCC2)C1
67: O=C1OC(c2ccccc2)=C/C1=C/c1cccs1
68: Nc1cnn(Cc2ccc(F)cc2)c1
69: CCOC(=O)N1CCN(Cc2nc3c(c(=O)n(C)c(=O)n3C)n2CCCc2ccccc2)CC1

Compound	61	62	63	64	65	66	67	68	69
GRK2 aptamer HTS	10	2	0	6	0	8	3	0	5
AGP1 TOR yeast	89	98	105	90	103	103	96	98	92
CIT2-GFP yeast	93	100	101	80	101	102	91	76	87
RPL19A TOR yeast	94	93	108	96	96	98	101	104	89
VLA-4 inh	12	15	6	-2	14	11	17	-6	6
LAP4 TOR yeast	92	.	96	85	102	101	102	94	96
MEP2-GFP yeast	94	97	99	88	99	101	102	107	93
CR mimetic SO	112	109	101	99	102	91	92	116	79

From PubChem
